# TDP2 inh = TDP2 (human) inhibition, absorbance primary screen; O95551; recombinant TDP2, T5PNP hydrolysis, p-nitrophenol absorbance 415 nm; inhibition, % at 12.8 µM; 370,000 tested, 0.34% active;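 active means inhibition above the mean of all tested compounds plus 3 SD, set per campaign, cut at about 25% in these data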;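 further: 0% = DMSO with enzyme and 100% = buffer with substrate but no TDP2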
# Target sequence (O95551 whole entry, looked up): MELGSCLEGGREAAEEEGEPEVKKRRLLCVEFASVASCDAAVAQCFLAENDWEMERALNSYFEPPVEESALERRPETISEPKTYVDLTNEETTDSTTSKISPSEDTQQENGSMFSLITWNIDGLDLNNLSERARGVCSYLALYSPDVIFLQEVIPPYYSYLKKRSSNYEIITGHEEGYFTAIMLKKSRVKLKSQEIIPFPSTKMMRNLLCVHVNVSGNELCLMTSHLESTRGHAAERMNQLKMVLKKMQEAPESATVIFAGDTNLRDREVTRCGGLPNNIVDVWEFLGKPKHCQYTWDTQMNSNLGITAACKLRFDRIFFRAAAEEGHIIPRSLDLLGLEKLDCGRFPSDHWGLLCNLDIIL
#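 test system = human TDP2 enzyme | input = TDP2 enzyme at 120 nM final | medium = 50 mM Tris-HCl pH 7.5 with Mg2+, KCl, DTT, BSA | also added = T5PNP substrate, 5 mM | times = 2 h at 37 °C | technique = epi absorbance | benchmarks = high control without enzyme, low control DMSO plus TDP2 | replication = each compound tested once, singlicate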
# proKLK7 act = proKLK7 (human) activation, primary screen | P49862 | purified proKLK7, EDANS-DABCYL substrate fluorescence; 100% is mature enzyme control, 0% vehicle | activation, % at 7 µM | 370,000 tested, 0.9% active;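 active means activation above the mean of all tested compounds plus 3 SD, computed per campaign excluding outliers beyond control limits, cut at about 13% in these data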
# Tn6 DDE FP = disrupts Tn6 cyclic peptide binding to fibrin D-Dimer-E complex; P02675; Fibrin DD(E) TRITC-Tn6 fluorescence polarization displacement; inhibition, % at 8.3 µM; 370,000 tested, 0.21% active; AID 720509;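 active means inhibition above a per-campaign cutoff: mean of compounds within control limits plus 3 SD, cut at about 15% in these data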;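 further: 0% = median of all compound wells on the plate and 100% = blocking peptide control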
# Target sequence (P02675 whole entry, looked up): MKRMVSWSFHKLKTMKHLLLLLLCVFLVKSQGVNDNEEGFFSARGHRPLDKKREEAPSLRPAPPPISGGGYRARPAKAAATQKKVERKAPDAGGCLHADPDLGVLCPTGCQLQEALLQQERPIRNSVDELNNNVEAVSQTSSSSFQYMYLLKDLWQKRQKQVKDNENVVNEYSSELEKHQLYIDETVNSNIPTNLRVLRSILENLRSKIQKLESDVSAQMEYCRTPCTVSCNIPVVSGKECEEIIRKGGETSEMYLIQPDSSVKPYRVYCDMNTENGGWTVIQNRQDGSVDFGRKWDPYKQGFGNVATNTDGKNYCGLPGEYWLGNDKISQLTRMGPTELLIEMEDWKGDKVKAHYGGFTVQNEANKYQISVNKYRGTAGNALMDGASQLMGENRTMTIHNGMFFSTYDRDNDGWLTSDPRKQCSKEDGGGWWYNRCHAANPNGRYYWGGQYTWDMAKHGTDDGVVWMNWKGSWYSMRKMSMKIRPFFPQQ
# Tn7 DDE FP = DD(E)-Tn7 binding inhibition, primary FP screen; FP displacement of FITC-Tn7 peptide from fibrin DD(E); 0% = median of compound wells per plate; 370,000 tested, 0.13% active; P02675; inhibition, % at 8.3 µM;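 active means inhibition above the mean of compounds falling within the control limits plus 3 SD of them, cut at about 14% in these data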;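 further: 0% = plate median of compound wells and 100% = 10 µM Aha-Tn7 peptide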
#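 System: human fibrin DD(E); quantity: Fibrin-DD(E) at 2 µM final; also added: fluorescent Tn7 probe at 0.1 µM; compound dosing: single nominal test concentration of 8.3 µM per compound; schedule: 10 min preincubation, 3 h with tracer, room temperature; detection: fluorescence polarization of the labelled Tn7 tracer; repeats: one replicate per compound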
# ARFGAP1 inhibitor = inhibits rat ARF GTPase activating protein 1. inhibition, % at 16.5 µM. Arfgap1-stimulated ARF1 GTP hydrolysis, GDP FP detection. 360,000 tested, 0.26% active;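 active means inhibition above a per-plate limit, mean inhibition of low control wells plus 3 SD, cut at about 25% in these data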;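 further: 0% = DMSO wells with enzyme and 100% = wells lacking Arfgap1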
# Target sequence (Q62848 1-136 limits assumed): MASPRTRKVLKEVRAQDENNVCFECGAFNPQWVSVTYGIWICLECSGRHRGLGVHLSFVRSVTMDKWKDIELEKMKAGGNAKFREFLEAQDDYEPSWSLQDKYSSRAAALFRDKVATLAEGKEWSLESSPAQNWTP
#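 Repeats: one replicate per compound; assay system: rat Arfgap1 catalytic domain, aa 1-136; times: enzyme reaction 120 min at 25 °C after 20 min preincubation; detection: FP of antibody-bound GDP Alexa 633 tracer, ex 620/em 688 nm; benchmarks: high control wells lacking Arfgap1, low control full reaction with DMSO; reagent: human ARF1(Δ1-17)-GTP substrate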
# ADAM17 inh = inhibitors of human ADAM17; recombinant ADAM17, EDANS/DABCYL FRET peptide cleavage; 370,000 tested, 0.83% active; P78536; inhibition, % at 6.95 µM;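 active means inhibition above the mean of compounds lying between control limits plus 3 SD, set per campaign, cut at about 8.5% in these data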;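 further: 0% = DMSO-only wells as the low control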
# ADAM10 inh = inhibits human ADAM10; 370,000 tested, 0.62% active; AID 720582; inhibition, % at 7 µM; recombinant ADAM10, EDANS/DABCYL FRET peptide cleavage, 3 h;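 active means inhibition above a per-campaign cutoff equal to the mean of compounds falling between control-based bounds plus 3 SD, cut at about 20% in these data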;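 further: 0% = DMSO wells while the 100% control is not disclosed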
# LEDGF integ inh = blocks HIV-1 LEDGF/p75-dependent DNA integration. inhibition, % at 3.7 µM. TR-FRET IN-LEDGF/p75 DNA integration, Eu/Cy5. 370,000 tested, 0.64% active;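 active means inhibition above the screen-wide mean plus 3 SD, cut at about 13% in these data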;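 further: signal is the Cy5 over europium emission ratio at 671 and 618 nm; 0% = plate median of compound wells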
# ASAP1 GAP inh = blocks human ASAP1-stimulated Arf1 GTP hydrolysis; AID 624377; Q9ULH1; GDP FP detection; 360,000 tested, 0.19% active; inhibition, % at 16.5 µM; in the data active means inhibition above about 25%;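 further: 0% = vehicle with enzyme and substrate and 100% = no enzyme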
# PLCg1 inh = inhibitors of human phospholipase C gamma1. purified PLC-gamma1, fluorogenic substrate, fluorescence. 370,000 tested, 0.84% active. P19174. inhibition, % at 12.2 µM; in the data active means inhibition above about 9.5%
# * = called active by the depositor; i = inactive; x = no result given. Compounds as they come; about 4.2% have a hit in one of these screens.
SMILES,TDP2 inh,proKLK7 act,Tn6 DDE FP,Tn7 DDE FP,ARFGAP1 inhibitor,ADAM17 inh,ADAM10 inh,LEDGF integ inh,ASAP1 GAP inh,PLCg1 inh
CCN(CC)c1nc(N)nc(N(c2ccccc2)c2ccccc2)n1,-9,0.6,-3,-2,5,1,-1,7,2,2
CN(Cc1ccccc1)C(=O)CSc1n[nH]c(N)n1,12,0.1,0,8,1,-3,-1,0,-3,1
CC(=O)N1CCN(c2ccc(Nc3nc(C)nc4c3oc3ccccc34)cc2)CC1,4,0.8,2,7,-6,-3,-10,-2,7,-108
O=C1CC(N2CCN(C/C=C/c3ccccc3)CC2)C(=O)N1CCc1ccccc1 (configuration not stated),0,-0.4,-2,8,3,0,-2,3,-13,-3
COc1cccc(N=Cc2nc(-c3ccccc3)oc2OC(C)=O)c1,6,-0.1,2,4,6,-3,-3,-5,-2,-6
c1ccc(-c2nc(NCc3cccnc3)c3oc4ccccc4c3n2)cc1,-4,0.0,-2,2,5,6,17,1,-3,0
Cc1ccc(N(CC(=O)NCCc2ccc(Cl)cc2)S(=O)(=O)c2c(C)noc2C)cc1,21,-0.1,-1,12,-10,-1,4,0,-8,4
COc1ccc2[nH]c(=O)c(-c3nnn(-c4ccccc4)n3)cc2c1,-11,-5.9,-1,-5,12,-77,-255,0,13,-89
COc1ccc(CNCC#Cc2ccccc2)cc1,-2,-0.4,3,-1,x,3,3,0,x,0
O=C(O)CCN1C(=O)c2ccc(Oc3ccc([N+](=O)[O-])cc3)cc2C1=O,2,0.0,5,0,4,-4,1,2,6,1
Cc1ccc(S(=O)(=O)CCC(=O)NCCN2C(=O)S/C(=C/c3ccc(F)cc3)C2=O)cc1,5,0.6,-2,-5,4,3,-4,-2,16,-1
COC(=O)CC1CC2(C(=O)OC)c3[nH]c4ccccc4c3CCN2C1=O (configuration not stated),-3,-0.2,-1,-3,-7,-2,1,3,-2,2
Nc1nc2ccccc2[nH]1,-4,0.0,-12,-1,11,-3,4,4,-5,2
O=C(Nc1ccc(Oc2ccc(NC(=O)Nc3ccccc3Cl)cc2)cc1)Nc1ccccc1Cl,-7,0.3,1,5,6,1,1,5,8,6
CCC(=O)c1ccc(OC(=O)c2cnccn2)cc1,-7,-0.6,-2,3,-4,1,10,0,-6,1
COc1ccc(CCNC(=S)N2CCC(C(=O)c3ccc(F)cc3)CC2)cc1OC,4,0.3,5,1,-3,-2,6,0,6,-1
CCCCNS(=O)(=O)c1cccc(NC(=O)[C@H]2C[C@H](O)[C@@H](CO)O2)c1,7,0.3,-2,-2,0,-3,-7,-4,7,-2
NC(=O)N/N=C\c1cc(Br)ccc1O,-1,-69,4,5,-6,-55,-188,-1,-9,-101
COc1cc(NC(=O)c2cccs2)c(C(=O)OCC(=O)NC(C)c2ccccc2)cc1OC (configuration not stated),0,-1.5,-5,1,-1,-2,-5,2,-15,-13
COc1ccc(NC(=O)C2CCCN(C(=O)NC3CCCCC3)C2)cc1OC (configuration not stated),0,-0.5,4,4,4,-1,5,-1,-2,2
CN(C)c1ccc(CN(C(=O)c2ccc(Cl)c([N+](=O)[O-])c2)C2CCS(=O)(=O)C2)cc1 (configuration not stated),2,0.2,-5,12,-10,0,1,-5,-5,-1
Cc1ccc(-c2cc(C(=O)N3CCCc4ccccc43)no2)cc1,1,0.5,4,-5,1,5,9,3,8,1
Cc1ccc(CNCc2ccc3c(c2)OCO3)cc1,5,-0.9,-12,-6,0,-1,4,6,12,1
CCCCC(=O)N[C@@H]1CC[C@@]23CCCN2C(=O)CCC[C@H]3[C@H]1C,-3,x,-1,-1,x,-6,-8,0,x,1
COC(=O)c1cccc(NC(=O)CN2CCOCC2)c1,10,-0.1,1,0,5,-5,5,-3,10,1

# 2 entries from above, reformatted.
# Order of results: TDP2 inh	proKLK7 act	Tn6 DDE FP	Tn7 DDE FP	ARFGAP1 inhibitor	ADAM17 inh	ADAM10 inh	LEDGF integ inh	ASAP1 GAP inh	PLCg1 inh
- O=C(O)CCN1C(=O)c2ccc(Oc3ccc([N+](=O)[O-])cc3)cc2C1=O
    2	0.0	5	0	4	-4	1	2	6	1
- Cc1ccc(S(=O)(=O)CCC(=O)NCCN2C(=O)S/C(=C/c3ccc(F)cc3)C2=O)cc1
    5	0.6	-2	-5	4	3	-4	-2	16	-1

# Continuation.
SMILES,TDP2 inh,proKLK7 act,Tn6 DDE FP,Tn7 DDE FP,ARFGAP1 inhibitor,ADAM17 inh,ADAM10 inh,LEDGF integ inh,ASAP1 GAP inh,PLCg1 inh
O=C(Nc1ccc(NC(=O)c2cccs2)cn1)c1ccco1,-3,0.0,-2,-2,5,3,9,1,-4,-1
c1ccc(CNc2nc(Oc3ccncc3)c3sccc3n2)cc1,0,15*,5,-5,-7,-218,i,-4,-14,-410
Nc1sc(-c2ccccc2)cc1C(=O)NCCc1ccc(Cl)cc1,-4,-0.8,6,5,-4,-2,-2,4,10,-9
Cc1ccc(Cn2ncc3c(N4CCN(c5ccc(C)cc5)CC4)ncnc32)cc1,5,0.1,2,-7,-5,1,3,2,-8,8
Cc1cc(Cl)ccc1NC(=O)NC1CCN(S(=O)(=O)c2ccc(F)cc2)CC1,9,-0.1,-9,-2,3,-1,-3,3,18,-1
COc1ccc(C(=O)NC2CC2)cc1OC1CCN(C(C)CSC)CC1 (configuration not stated),3,0.2,3,3,3,-2,0,3,-4,3
O=C(CSCc1cccc(CSCC(=O)Nc2ccc3ccccc3c2)n1)Nc1ccc2ccccc2c1,-2,-0.1,-8,3,-2,0,8,1,4,4
COc1ccc(COC(=O)C2CCN(S(=O)(=O)c3ccc(Cl)cc3)CC2)cc1,-4,-0.1,5,-2,-12,-1,-3,5,19,3
Cc1cc(Cl)ccc1OCC(=O)OC(C)C(=O)NC(N)=O (configuration not stated),9,-0.1,-1,-2,3,-3,-5,0,-5,-2
O=C(Cc1n[nH]c(=O)[nH]c1=O)N/N=C/c1c(O)ccc2ccccc12,-23,-1.7,-8,3,12,-6,-4,-14,-1,-7
Cc1ccc(S(=O)(=O)N(Cc2cccc(C(F)(F)F)c2)C(=O)N2CCN(C)CC2)cc1,3,-0.1,-5,-4,2,-3,-10,-5,2,4
O=c1[nH]c(/C(Cl)=C/c2cc(Cl)ccc2O)nc2cc(Cl)ccc12,-13,-0.2,-1,2,7,0,5,1,-4,-58
C#CCN(Cc1ccco1)C(=O)c1ccc(OC2CCN(Cc3ccccn3)CC2)cc1,0,-0.2,1,-1,4,0,-10,-6,-4,-2
CCCNC(=O)C1CCN(c2nc(C)cc(C)n2)CC1,9,-0.3,7,0,9,-11,-16,-2,-9,1
CC1=CC=CN2C1=NC(=O)CC2(C)C(=O)N(CC(=O)NC1CCCC1)Cc1ccccc1 (configuration not stated),8,11,0,1,-2,-452,i,4,-2,-121
Cc1cc(O)cc(=O)n1-c1cccc(F)c1,4,-0.2,-3,-4,12,0,1,1,15,1
COc1ccc(C2CC(c3ccccc3O)=NN2C(=O)c2ccccc2)cc1OC (configuration not stated),-1,-0.6,-6,-7,-2,4,10,-1,4,-15
Cc1ccc(C2NNC(=O)C2NC(=O)c2ccccc2)cc1 (configuration not stated),24,-0.1,-5,-8,-11,2,6,-1,-21,3
COc1cc(/C=N/NC(=O)c2cccc(S(=O)(=O)N3CCOCC3)c2)cc(OC)c1O,-4,0.1,2,6,-7,5,11,4,5,4
CCCN(CCC)CC(O)COc1ccc2c(c1)OCO2 (configuration not stated),-2,-0.2,-3,1,-3,-4,4,2,9,-4
Fc1ccc(N2CCN(c3nc(-c4ccco4)cc(C(F)(F)F)n3)CC2)cc1,-2,0.2,-1,0,-4,2,4,-1,2,2
COc1ccc(-n2nnnc2-c2ccccc2)cc1,9,0.0,-8,0,5,-4,-8,0,-10,0
COc1cccc(CNC(=O)Cn2cccc2C(=O)c2ccccc2C)c1,-3,-0.3,-2,1,4,3,9,2,-1,1
COc1cc(CN2CCCC(C(=O)c3ccc4c5c(cccc35)CC4)C2)cc(OC)c1O (configuration not stated),-20,8.5,-7,-7,0,-193,i,-3,5,-189
COc1ccc(C2CC(=O)C(c3ccc4ccccc4c3)=CN2Cc2ccccc2)cc1 (configuration not stated),-14,-15,2,-2,0,-1,-26,-2,-6,-86
O=c1c(/C=C(\O)c2ccccc2)nc2ccccc2n1-c1ccccc1,0,-28,0,1,10,-3,-6,-3,-7,2
COc1ccc(S(=O)(=O)N2CCC(C(=O)N3CCc4ccccc4C3)CC2)cc1,6,0.4,3,-3,-9,-4,2,-1,-16,0

# Of the compounds above, these contain a Cl atom.
SMILES,TDP2 inh,proKLK7 act,Tn6 DDE FP,Tn7 DDE FP,ARFGAP1 inhibitor,ADAM17 inh,ADAM10 inh,LEDGF integ inh,ASAP1 GAP inh,PLCg1 inh
Cc1ccc(N(CC(=O)NCCc2ccc(Cl)cc2)S(=O)(=O)c2c(C)noc2C)cc1,21,-0.1,-1,12,-10,-1,4,0,-8,4
O=C(Nc1ccc(Oc2ccc(NC(=O)Nc3ccccc3Cl)cc2)cc1)Nc1ccccc1Cl,-7,0.3,1,5,6,1,1,5,8,6
CN(C)c1ccc(CN(C(=O)c2ccc(Cl)c([N+](=O)[O-])c2)C2CCS(=O)(=O)C2)cc1 (configuration not stated),2,0.2,-5,12,-10,0,1,-5,-5,-1
Nc1sc(-c2ccccc2)cc1C(=O)NCCc1ccc(Cl)cc1,-4,-0.8,6,5,-4,-2,-2,4,10,-9
Cc1cc(Cl)ccc1NC(=O)NC1CCN(S(=O)(=O)c2ccc(F)cc2)CC1,9,-0.1,-9,-2,3,-1,-3,3,18,-1
COc1ccc(COC(=O)C2CCN(S(=O)(=O)c3ccc(Cl)cc3)CC2)cc1,-4,-0.1,5,-2,-12,-1,-3,5,19,3
Cc1cc(Cl)ccc1OCC(=O)OC(C)C(=O)NC(N)=O (configuration not stated),9,-0.1,-1,-2,3,-3,-5,0,-5,-2
O=c1[nH]c(/C(Cl)=C/c2cc(Cl)ccc2O)nc2cc(Cl)ccc12,-13,-0.2,-1,2,7,0,5,1,-4,-58

# Assay outcomes (PubChem)
